M1 PAM: positive allosteric modulators of human M1 muscarinic receptor; P11229; CHO-K1 hM1, Fluo-8 calcium fluorescence, ACh EC20; 0% = ACh EC20, 100% = maximal ACh; activation, % at 3 µM; 360,000 tested, 0.088% active; in the data active means activation above about 19%, passing the limit was not always enough
CRFR2-BP antag: CRF-BP/CRF-R2 complex antagonism | HEK293 CRF-R2/CRF-BP, CRF-induced calcium fluorescence | inhibition, % at 11.8 µM | 350,000 tested, 0.59% active | AID 588475;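 active means inhibition of the ligand-induced calcium signal above about 50% at the single tested concentration, limit read from the data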
M4 ag: CHRM4 agonism in calcium assay; P08173; 360,000 tested, 0.14% active; CHO-K1 hM4/Gqi5, Fluo-8 calcium fluorescence; vehicle 0%, full acetylcholine response 100%; activation, % at 3 µM;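 active means activation above the run mean over all test wells plus 3 SD, cut at about 32% in these data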;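 further: peak over basal fluorescence ratio per well then scaled between controls; 0% = DMSO wells and 100% = acetylcholine at EC100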
Target sequence (P08173 whole entry, looked up): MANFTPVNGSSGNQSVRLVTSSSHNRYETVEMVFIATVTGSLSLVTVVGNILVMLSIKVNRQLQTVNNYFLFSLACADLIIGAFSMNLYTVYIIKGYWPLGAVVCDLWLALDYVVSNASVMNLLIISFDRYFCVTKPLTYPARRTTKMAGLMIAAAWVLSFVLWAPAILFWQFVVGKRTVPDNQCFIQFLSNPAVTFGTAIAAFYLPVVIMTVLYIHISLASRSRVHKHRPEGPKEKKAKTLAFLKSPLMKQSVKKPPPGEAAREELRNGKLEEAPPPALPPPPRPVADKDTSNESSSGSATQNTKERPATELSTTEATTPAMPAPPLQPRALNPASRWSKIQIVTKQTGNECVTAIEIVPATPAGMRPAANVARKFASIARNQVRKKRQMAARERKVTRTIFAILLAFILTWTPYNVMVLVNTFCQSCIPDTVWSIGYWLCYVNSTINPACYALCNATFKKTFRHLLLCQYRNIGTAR
CHRM4 PAM: CHRM4 positive allosteric modulation | AID 624126 | P08173 | CHO-K1 hM4/Gqi5, Fluo-8 calcium fluorescence, ACh EC20; 0% = ACh EC20, 100% = maximal ACh | 360,000 tested, 0.4% active | activation, % at 3 µM;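 active means activation above its plate's cutoff, the mean activation of sample wells plus 3 SD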; further: some results filed as inactive read as strong as hits
CHRM4 antagonist: antagonists of human muscarinic M4 receptor (CHRM4); AID 624125; P08173; CHO-hM4 cells, ACh EC80, Fluo-8 calcium fluorescence; 360,000 tested, 0.73% active; inhibition, % at 3 µM;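 active means inhibition above its plate's cutoff, the mean inhibition of sample wells plus 3 SD, cut at about 27% in these data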;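 further: 0% = acetylcholine EC80 with DMSO and 100% = DMSO without agonist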
M5 ag: agonists of human muscarinic M5 receptor (CHRM5). activation, % at 3 µM. CHO-K1 hM5 cells, Fluo-8 calcium fluorescence; 0% DMSO wells, 100% maximal acetylcholine response. AID 624037. 360,000 tested, 0.19% active. P08912;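 active means activation above the run's mean over test compounds plus 3 SD, cut at about 23% in these data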;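 further: signal is peak over basal fluorescence ratio across the kinetic read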
Target sequence (P08912 whole entry, looked up): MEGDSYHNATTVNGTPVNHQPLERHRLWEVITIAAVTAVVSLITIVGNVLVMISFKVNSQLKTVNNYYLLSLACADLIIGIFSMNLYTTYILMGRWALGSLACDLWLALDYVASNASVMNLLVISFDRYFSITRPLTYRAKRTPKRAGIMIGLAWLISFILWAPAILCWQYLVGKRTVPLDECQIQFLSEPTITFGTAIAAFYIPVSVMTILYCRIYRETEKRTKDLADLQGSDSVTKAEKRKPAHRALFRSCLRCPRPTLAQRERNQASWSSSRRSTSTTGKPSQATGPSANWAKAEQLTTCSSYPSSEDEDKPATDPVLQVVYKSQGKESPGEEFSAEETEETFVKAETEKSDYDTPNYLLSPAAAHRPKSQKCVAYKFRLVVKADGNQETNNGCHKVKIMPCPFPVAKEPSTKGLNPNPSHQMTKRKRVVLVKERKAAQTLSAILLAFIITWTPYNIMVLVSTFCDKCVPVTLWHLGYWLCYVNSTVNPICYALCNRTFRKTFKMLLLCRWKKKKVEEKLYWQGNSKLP
CHRM5 antagonist: blocks acetylcholine activation of human M5 receptor; P08912; CHO-hM5 cells, Fluo-8 calcium fluorescence, ACh EC80; inhibition, % at 3 µM; 360,000 tested, 0.59% active; AID 624040;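 active means inhibition above a per-plate cutoff, the mean of that plate's test compounds plus 3 SD, cut at about 27% in these data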;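 further: 0% = acetylcholine EC80 with DMSO and 100% = DMSO without agonist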
M5 PAM: CHRM5 positive allosteric modulation; CHO-K1 hM5, Fluo-8 calcium, ACh EC20 PAM; 0% = ACh EC20, 100% = ACh EC100; activation, % at 3 µM; 360,000 tested, 0.3% active;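 active means activation above the run cutoff, the mean activation of all test compounds plus 3 SD, cut at about 18% in these data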
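Replicates: One well per compound, no replicates | System: Human M5 receptor in CHO-K1 cells | Benchmarks: Low control EC20 acetylcholine (0%), high control EC100 acetylcholine (100%) | Probe or stimulus: Acetylcholine, EC20 level | Times: Fluo-8 loading 80 min at 37 °C plus 30 min room temperature | Signal: Intracellular calcium via Fluo-8 fluorescence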
CRFBP-R2 agonist: CRF-BP/CRF-R2 complex agonism; activation, % at 13.2 µM; AID 588473; HEK293 CRF-R2/CRF-BP, calcium dye fluorescence (FLIPR); percent of saturating CRF peptide response; 350,000 tested, 0.46% active;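 active means activation of at least 50%, plus an integration ratio under a set limit after plate pattern correction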;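 further: plate controls were neutral control wells without compound for no effect and CRF at EC100 for full effect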
Active calls of the source: *; / = no result given.

SMILES	M1 PAM	CRFR2-BP antag	M4 ag	CHRM4 PAM	CHRM4 antagonist	M5 ag	CHRM5 antagonist	M5 PAM	CRFBP-R2 agonist
CCOC(=O)c1sc2nc3c(cc2c1N)COC(C(C)C)C3 (stereo unspecified)	4	-4	0	11	1	-1	0	-2	-2.3
CC1(C)C2CC=C(/C=N/NC(=O)c3ccc(O)cc3)C1C2 (stereo unspecified)	0	-6	1	-6	0	-2	-5	-3	0.2
CCC(C)(NC(=O)c1ccc2c(c1)OCO2)C(=O)NC1CCCCC1 (stereo unspecified)	6	-5	3	7	-13	0	7	3	1.1
COc1ccc(N=C2SC(CC(=O)Nc3ccccc3)C(=O)N2CCN2CCOCC2)cc1 (stereo unspecified)	4	2	4	8	-5	-2	4	3	3.3
C#CCOCCOCCOCCNc1nc(N2CCN(C(=O)CCCCCCCCCCNC(=O)Cn3cc(CCCCCN)nn3)CC2)nc(N2CCN(C(=O)CCCCCCCCCCNC(=O)[C@H](CO)n3cc(CCCCCN)nn3)CC2)n1	-15	-17	3	-11	17	-5	7	-10	38
O=C(CCC1CCCN(C(=O)c2ccc3c(c2)OCCO3)C1)NCc1ccccc1F (stereo unspecified)	6	9	3	17	-15	1	-1	3	-0.4
NC(=S)NN=Cc1cc(-c2cccc(N)c2)ccn1	1	3	1	-1	-10	1	-10	0	0.7
COC(=O)c1ccc(CN2CCC(Oc3cccc(C(=O)N4CCOCC4)c3)CC2)cc1	-18	-1	4	-15	61*	-7	67*	-13	-1.3
COc1cccc(C(=O)Nc2nc3c(s2)CN(C)CC3)c1	10	-3	0	-3	1	1	2	-6	32
CCCn1c(-c2ccc(OC)cc2)nc2c(=O)n(C)c(=O)[nH]c21	3	-12	1	6	0	1	11	-4	-2.9
CCOc1nc(N2CCCCC2)nc(-n2cc(-c3ccccc3)nn2)n1	2	8	1	8	-7	1	0	0	7.6
Cc1c(Cl)cccc1-n1c(SCC(=O)NCc2cccs2)nnc1-c1ccncc1	11	-32	2	5	8	-1	-1	-2	-0.6
COc1ccccc1NC(=O)c1ccccc1S(=O)(=O)c1ccccc1[N+](=O)[O-]	11	6	4	13	-10	2	-10	5	-1.5
O=C(NC1CCCCC1)C(c1ccc(F)cc1)N(C(=O)c1cccs1)c1ccc2c(c1)OCO2 (stereo unspecified)	-5	10	-1	-1	2	-1	4	-6	-1.1
Clc1ccc(-n2nnnc2-c2ccccc2)cc1	-3	49	0	-1	-2	-5	0	2	-0.6
Cc1ccc(OCc2ccc([N+](=O)[O-])cc2)c([N+](=O)[O-])n1	1	0	2	-1	-6	-2	-1	0	0.0
O=C(O)CC(NC(=O)Cc1ccc([N+](=O)[O-])cc1)c1ccc2c(c1)OCO2 (stereo unspecified)	15	-10	0	2	-2	-4	11	-2	0.9
C/C(=N\NC(=O)c1cccc2ccccc12)c1cccnc1	2	-9	3	-2	-3	-2	-7	4	-0.6
CN(C(=O)c1cccc(NC(=O)Cc2cccc(NC(=O)C3CCCN(C(=O)C4CCCC4)C3)c2)c1)C1CCC1 (stereo unspecified)	8	-10	-2	11	-9	-1	1	-2	-5.4
COc1ccc(-c2c(C#Cc3ccsc3)c3cc(-c4ccc(OC)c(F)c4)ccc3n2C)cc1	11	9	2	12	-10	1	10	1	-0.7
CC(O)(c1cccc(F)c1)c1nc(/C=C/c2ccccc2)cs1 (stereo unspecified)	5	/	1	-3	4	0	-1	-2	/
CCC(=O)N(C1=C(NC(C)C)C(=O)c2ccccc2C1=O)C(C)C	-1	3	1	17	14	-3	9	6	-1.0
CCCc1nnc2n1N=C(c1ccc(OC)c(OC)c1)CS2	-4	24	-1	5	14	2	-4	6	-4.2
COCC(C)NC(=O)C1CC(c2cccc(Br)c2)=NO1 (stereo unspecified)	15	20	1	10	-3	5	-6	2	1.1
CCOC(OCC)c1cc2ccccc2cn1	11	1	0	11	1	-1	10	-1	0.3
COc1ccc([N+](=O)[O-])cc1NS(=O)(=O)c1cc(C(=O)N2CCN(C)CC2)ccc1OC	6	-11	0	8	-12	3	0	3	0.9
CC(C)N(Cc1nnc(-c2ccc(Cl)cc2)o1)C(=O)C1=COCCO1	-8	-12	1	2	-6	-1	6	4	-0.2
c1ccc(Cc2nnc(N3CCCCC3)c3ccccc23)cc1	-15	-34	-1	-4	-2	-9	11	-6	-1.1
CC1CCCC(NC(=O)CN(C)S(=O)(=O)c2cnc[nH]2)C1C (stereo unspecified)	7	-12	1	2	2	2	4	1	-0.8
O=C(Nc1cc2c(cc1Cl)OCCO2)c1ccco1	14	6	0	0	1	1	-4	-2	-0.6
COCCCNC(=O)[C@H](Cc1c[nH]c2ccccc12)NC(=O)OCc1ccccc1	0	3	3	-1	4	-1	4	1	-2.8
CC(C)c1ccc(OC(=O)c2cccc(S(=O)(=O)N3CCN(C)CC3)c2)cc1	-1	-21	6	-5	-2	-2	-9	4	1.9
O=C(c1cccc2ccccc12)N1CCN=C1SCc1ccc([N+](=O)[O-])cc1	11	-39	0	-5	-5	-1	7	0	3.5
O=C(Nc1nnc(CSCc2ccc(F)cc2)s1)c1ccc([N+](=O)[O-])cc1	2	-6	5	-11	0	5	4	-8	-0.6
O=S(=O)(Nc1ncn[nH]1)c1ccc(Cl)cc1	0	-4	0	2	-13	-2	0	-9	-0.7
CC1CN(CC(O)COC(c2ccc(Cl)cc2)c2ccc(Cl)cc2)CC(C)O1 (stereo unspecified)	-6	-54	2	-4	-6	-3	5	-3	-0.9
O=C(COC(=O)c1ccc(Br)c(S(=O)(=O)N2CCOCC2)c1)NCC1CCCO1 (stereo unspecified)	4	12	0	2	16	-2	-1	2	0.6
CC(C)C(OC(=O)c1nsc(Cl)c1Cl)C(=O)NCc1ccccc1 (stereo unspecified)	5	11	0	1	4	-7	4	1	0.2
CC(C)C[C@H]1CN(CCCC[C@@H]2CNC(=O)C(=O)N2CCc2ccccc2)C(=O)C(=O)N1CCc1ccc(O)cc1	/	/	0	2	8	0	1	-6	/
COc1ccc(/C=N/NC(=O)c2cc(-c3cccnc3)nc3ccccc23)c(OC)c1	0	4	1	-3	5	-1	9	-2	1.0
COc1ccc(C#Cc2cccc(-c3nc(C(=O)NCCCN4CCOCC4)cc4c3[C@H](CCO)N(S(=O)C(C)(C)C)C4)c2)cc1OC (stereo partly specified)	0	/	6	4	-8	1	3	-2	/
COc1ccc(-n2ncc3c2CC(C)(C)CC3NC(=O)Cc2nonc2C)cc1 (stereo unspecified)	13	-1	1	-2	-4	-1	-6	5	0.2
CCC(C)c1ccccc1NC(=O)c1[nH]c(C)c(C(C)=O)c1C (stereo unspecified)	4	3	4	-1	5	-2	-2	0	0.6
Cc1nnc(SCCCn2c(N3CCN(c4ccccc4)CC3)nc3c2c(=O)[nH]c(=O)n3C)s1	-4	-14	12	-16	6	-3	8	-13	0.8
Cc1cccc(NC(=O)c2ccc3c(=O)n4c(nc3c2)CCCCC4)n1	5	-8	5	0	7	2	4	-2	0.5
CC(C)c1ccc(C(C(=O)NC2CCCC2)N(C(=O)CNC(=O)c2ccco2)c2cccnc2)cc1 (stereo unspecified)	5	-9	0	7	-4	-1	-8	-3	-3.4
CCCCNC(=O)CNC(=S)N(Cc1ccccc1)Cc1cccs1	5	-14	2	-6	6	-1	1	0	-3.8
CC1CN(C(=O)c2ccc(CNS(=O)(=O)c3cccc(Cl)c3)cc2)CC(C)O1 (stereo unspecified)	14	1	2	3	1	-1	9	5	-1.4
COc1ccc(CN2CCNC(=O)C2CC(=O)N(C)Cc2nccn2C)cc1OC (stereo unspecified)	15	-4	0	11	-10	-2	14	2	-3.1
Nc1ccc(NC(=O)c2ccco2)c(Cl)c1	9	18	1	2	-6	-2	-4	0	-0.9
CCSCCOC(=O)C1=C(C)NC2=C(C(=O)CCC2)C1c1coc2ccccc2c1=O (stereo unspecified)	2	-9	9	-4	3	-6	0	-7	-1.7
CCOc1ccc2nc(NC(=O)COC)sc2c1	6	19	1	14	2	0	0	-3	-1.2
CC(C)c1cc(C(C)C)c(S(=O)(=O)N2CCNCC2)c(C(C)C)c1	15	-1	1	-1	0	4	-10	13	1.1
COc1ccc(C(=O)CSc2nnc(-c3ccoc3C)n2CC2CCCO2)cc1 (stereo unspecified)	8	10	1	10	-5	-11	-10	9	-1.7
COc1ccc(-c2csc(=Nc3ccccc3)n2CCO)cc1	-7	15	6	-8	-6	2	4	-6	-0.9
COC(=O)c1cc2c(ccn2-c2ccc(F)cc2)n1CC(=O)OC(C)C	11	-7	-2	-8	-13	5	3	2	-1.8
CCOc1ccc(NC(=O)CC2C(=O)N(c3ccc(OC)c(Cl)c3)C(=S)N2C2CC2)cc1 (stereo unspecified)	-1	-26	1	-6	5	-2	14	-6	-0.4
COc1ccc(-c2ccc(CN3C(CC(C)C)C(=O)N(Cc4cn(CCC5OCCCO5)nn4)CCS3(=O)=O)cc2)cc1OC (stereo unspecified)	-4	-16	22	-7	-4	3	4	-5	3.5
COc1ccc(OCC(=O)C2CC2)c(C#N)c1	17	8	1	-13	-10	-3	15	-8	-6.0
COc1ccccc1/C=C/C(=O)Nc1cccc(C(C)=O)c1	-6	-12	10	-6	-18	-2	5	-14	1.4
Carrying on.
SMILES	M1 PAM	CRFR2-BP antag	M4 ag	CHRM4 PAM	CHRM4 antagonist	M5 ag	CHRM5 antagonist	M5 PAM	CRFBP-R2 agonist
CC(C)c1ncc(C(O)c2ccccc2)n1C (stereo unspecified)	-5	8	1	-14	-6	-19	10	0	0.1
CCOC(=O)CC1C(=O)NCCN1C(=O)c1c(F)cccc1F (stereo unspecified)	12	5	0	6	-2	0	-1	4	18
COc1ccccc1N1CCN(S(=O)(=O)c2ccc3c(c2)NC(=O)C(C)S3)CC1 (stereo unspecified)	-12	15	11	-9	0	-2	19	-12	0.1
O=C(CN1C(=O)NC2(CCOc3ccccc32)C1=O)Nc1ccc(F)c(F)c1F (stereo unspecified)	10	-66	2	-3	-5	0	-2	-8	-4.3
Cc1cc(C)c(C(=O)CSc2nnc(N)s2)c(C)c1	12	-6	-1	12	-11	-2	8	7	-0.2
Cc1sc2nc(CSc3ccccc3)nc(N3CCC(C(N)=O)CC3)c2c1C	4	9	5	-7	1	-3	-4	-8	-1.2
COc1ccc(NC(=O)CN2C(=O)/C(=C3\SC(=S)N(C4CCS(=O)(=O)C4)C3=O)c3ccccc32)cc1 (stereo unspecified)	12	12	0	-4	-2	0	8	2	-0.7
FC(F)(F)c1nnc2n1N=C(c1ccccc1)CS2	11	16	0	5	-6	-9	-4	6	-1.8

Some of these compounds in order of the M5 ag value, highest first:
SMILES	M1 PAM	CRFR2-BP antag	M4 ag	CHRM4 PAM	CHRM4 antagonist	M5 ag	CHRM5 antagonist	M5 PAM	CRFBP-R2 agonist
COc1ccc(NC(=O)CN2C(=O)/C(=C3\SC(=S)N(C4CCS(=O)(=O)C4)C3=O)c3ccccc32)cc1 (stereo unspecified)	12	12	0	-4	-2	0	8	2	-0.7
Cc1cc(C)c(C(=O)CSc2nnc(N)s2)c(C)c1	12	-6	-1	12	-11	-2	8	7	-0.2
FC(F)(F)c1nnc2n1N=C(c1ccccc1)CS2	11	16	0	5	-6	-9	-4	6	-1.8
CC(C)c1ncc(C(O)c2ccccc2)n1C (stereo unspecified)	-5	8	1	-14	-6	-19	10	0	0.1

Assay outcomes from PubChem BioAssay.
